Screens deposited in PubChem by Sanford-Burnham Center for Chemical Genomics.
tim23-1 inh – growth inhibitors of tim23-1 mutant yeast, primary screen, luminescence, uHTS; S. cerevisiae tim23-1 growth, BacTiter-Glo luminescence, 24 h; inhibition, % at 20 µM; 330,000 tested, 1.3% active;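 active means growth inhibition of the mutant yeast at or above 50%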;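 further: temperature-sensitive mutant grown at 25 °C; plate controls were DMSO-treated mutant yeast for no effect and medium wells lacking yeast for full effect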
UPR CHOP act – activators of apoptotic CHOP UPR arm, primary screen, cell-based, CHO-CHOP luciferase reporter, luminescence, uHTS; 330,000 tested, 0.34% active; activation, % at 10 µM; UPR activation; percent of tunicamycin response over DMSO baseline;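 active means at 10 µM dose, activation of 40% or more, normalized to positive control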;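 further: 100% = tunicamycin at 10 µg/mL and 0% = DMSO alone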
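measured by = luciferase luminescence | assay system = CHO-CHOP cells, stable luciferase reporter of PERK-eIF2a-CHOP signalling | amount = 500 reporter cells seeded per well | timing = 6 h compound exposure at 37 °C after overnight seeding | controls = positive tunicamycin 10 µg/mL, negative DMSO alone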
XBP1 UPR activ – activators of adaptive XBP1 UPR arm, primary screen, cell-based, CHO-XBP1 luciferase reporter, luminescence, uHTS. 330,000 tested, 0.33% active. activation, % at 20 µM. IRE1-XBP1 UPR activation; percent of tunicamycin response, DMSO as zero. AID 463104, 2010;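 active means versus positive control, 20 µM dose yields 30% or more activation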;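 further: 100% = tunicamycin at 10 µg/mL and 0% = DMSO only wells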
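incubation = overnight seeding at 37 °C, 6 h compound treatment at 37 °C | assay system = CHO-XBP1 cells stably carrying IRE1-XBP1-driven luciferase reporter | input = 1000 cells per well | detection = luciferase luminescence | dosing = single point, 20 µM final compound, 1% DMSO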
EBI2 block – EBI2 receptor antagonists, beta-arrestin recruitment, primary screen, cell-based, luminescence, 7a,25-OHC stimulation, uHTS. 360,000 tested, 0.81% active. 7a,25-OHC stimulated. G-protein coupled receptor 183 (Homo sapiens), P32249. inhibition, % at 5 µM; in the data active means inhibition above about 38%;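 further: enzyme fragment complementation signal reports receptor beta-arrestin coupling in cells; 0% = agonist plus DMSO wells and 100% = wells without agonist; some results beyond the cut were filed as inactive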
CXCR6 block – CXCR6 receptor inhibitors, primary screen, cell-based, beta-arrestin, luminescence, CHO-K1 PathHunter, 1536-well. AID 602244, 2012. C-X-C chemokine receptor type 6 (Homo sapiens), O00574. 360,000 tested, 0.36% active. inhibition, % at 20 µM; in the data active means inhibition above about 34%, passing the limit was not always enough;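 further: antagonist mode with CXCL16 agonist at 10 nM final; 0% = 10 nM CXCL16 with DMSO and 100% = unstimulated wells without agonist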
Target sequence (O00574 whole entry, looked up): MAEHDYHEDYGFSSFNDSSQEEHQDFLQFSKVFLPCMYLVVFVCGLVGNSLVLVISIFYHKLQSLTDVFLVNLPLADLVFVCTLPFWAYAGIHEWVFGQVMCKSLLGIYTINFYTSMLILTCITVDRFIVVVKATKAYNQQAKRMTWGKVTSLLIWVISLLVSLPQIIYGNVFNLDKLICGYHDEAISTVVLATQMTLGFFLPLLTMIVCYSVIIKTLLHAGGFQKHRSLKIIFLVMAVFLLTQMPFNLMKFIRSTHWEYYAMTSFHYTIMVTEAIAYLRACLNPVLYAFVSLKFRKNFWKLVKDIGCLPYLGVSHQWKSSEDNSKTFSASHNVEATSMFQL
Mdm2 MdmX PPI – inhibitors of human Mdm2-MdmX association, primary screen, cell-based, luminescence, split luciferase, SaOS-2, uHTS. Protein Mdm4 (Homo sapiens) + E3 ubiquitin-protein ligase Mdm2 (Homo sapiens), …. SaOS-2 split-luciferase Mdm2/MdmX complementation. inhibition, % at 8 µM. 330,000 tested, 3% active. AID 485346, 2010;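 active means inhibition of at least 50% at 8 µM in the primary screen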
APJ agonist – agonists of human apelin receptor APJ, primary screen, CHO-K1 cells, PathHunter beta-arrestin, luminescence | 330,000 tested, 0.11% active | AID 2520, 2010 | 0% DMSO wells, 100% apelin | activation, % at 20 µM;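 active means activation more than six SD over the plate average, tested at 20 µM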;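 further: 0% = DMSO alone and 100% = apelin-13 at 10 nM; some results filed as inactive read as strong as hits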
Target sequence (P35414 whole entry, looked up): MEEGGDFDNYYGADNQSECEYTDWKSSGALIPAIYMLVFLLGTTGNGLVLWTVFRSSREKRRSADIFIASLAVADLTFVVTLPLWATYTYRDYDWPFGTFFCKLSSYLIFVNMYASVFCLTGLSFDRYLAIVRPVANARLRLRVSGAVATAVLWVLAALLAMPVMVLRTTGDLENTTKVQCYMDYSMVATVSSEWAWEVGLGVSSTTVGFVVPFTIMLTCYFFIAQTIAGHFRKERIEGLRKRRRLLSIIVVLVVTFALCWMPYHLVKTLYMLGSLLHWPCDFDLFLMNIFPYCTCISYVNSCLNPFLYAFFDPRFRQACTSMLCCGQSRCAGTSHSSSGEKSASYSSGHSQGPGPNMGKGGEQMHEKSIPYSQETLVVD
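Test system – PathHunter CHO-K1 APJ (AGTRL-1) beta-arrestin reporter cells · Input – 1000 cells/well · Compound – single test compound dose, 20 µM final, 1% DMSO · Times – compound stimulation 90 min at 25 °C, detection 60 min · Technique – beta-gal luminescence · Read-out basis – APJ–arrestin association signal · Control set – negative DMSO alone, positive Apelin-13 at 10 nM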
APJ antagonist – antagonists of human apelin receptor APJ, primary screen, CHO-K1 cells, beta-arrestin complementation, luminescence. inhibition, % at 20 µM. 330,000 tested, 0.32% active;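 active means inhibition above about 40% at 20 µM, limit read from the data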;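 further: cells challenged with 10 nM apelin-13 agonist together with compound; plate controls were apelin-13 plus DMSO wells for no effect and DMSO wells lacking apelin-13 for full effect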
CCR6 antag – CCR6 receptor antagonists, primary screen, cell-based, CHO-K1, luminescence, beta-arrestin, uHTS. C-C chemokine receptor type 6 (Homo sapiens), P51684. CHO-K1 CCR6 PathHunter beta-arrestin, CCL20-stimulated. AID 493098, 2011. inhibition, % at 20 µM. 340,000 tested, 0.49% active;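 active means compounds whose inhibition of the agonist-driven luminescence signal at 20 µM reaches about 50%, limit read from the data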;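 further: cells stimulated with CCL20 at 14 nM final; plate controls were DMSO with CCL20 for no effect and DMSO without agonist for full effect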
* marks the source's active call; other numbers are inactive results. Only part of the results is shown (hit frequency here may not be typical).

Each structure is followed by: tim23-1 inh | UPR CHOP act | XBP1 UPR activ | EBI2 block | CXCR6 block | Mdm2 MdmX PPI | APJ agonist | APJ antagonist | CCR6 antag
> COc1ccc(CC2(CO)CCN(Cc3cnn(-c4ccc(F)cc4)c3)CC2)cc1
    6 | -0.3 | -1 | 2 | -4 | 9 | -2 | 7 | 0
> COc1ccc2cc(S(=O)(=O)N3CCCCC3)ccc2c1S(=O)(=O)N1CCCCC1
    14 | -1.0 | 4 | 5 | -2 | 18 | 1 | 19 | -33
> CCOC(=O)c1c(S(=O)(=O)NCC(=O)N2CCN(c3cccc(OC)c3)CC2)c(C)n(C)c1C
    1 | 2.6 | -7 | -6 | 4 | 17 | 1 | -15 | -9
> Cc1ccc(-n2ncc3c(SCc4ccccc4)ncnc32)cc1
    9 | 4.4 | -3 | 10 | -9 | -163 | -3 | 10 | 3
> CN(CC(=O)Nc1cccc(F)c1)C(=O)c1ccc(-c2cccc(C(F)(F)F)c2)o1
    26 | -0.2 | 0 | 0 | 0 | 5 | 6 | -4 | 6
> O=C1C=C(NCCc2ccccc2)C2(CCCCC2)O1
    17 | -1.9 | -1 | 18 | -1 | 3 | -3 | -17 | 11
> CCCCN(C(=O)c1cccc(-n2cccc2)c1)c1c(N)n(CCCC)c(=O)[nH]c1=O
    3 | 1.6 | 1 | 5 | -3 | 12 | -2 | 7 | 8
> Cc1ccc(CNC(=O)CC2(CC3=NS(=O)(=O)c4ccccc4N3)CCCC2)cc1
    -5 | -0.4 | 2 | 0 | 0 | 1 | -2 | -12 | 10
> O=C(Nc1ccccc1C(=O)NCC1CCCO1)c1ccc(Cl)cc1Cl (stereo unspecified)
    41 | -2.2 | 1 | -8 | -2 | 6 | -5 | -15 | -3
> CCN(CC)c1ccc(/C=N/NC(=O)c2ccccn2)cc1
    30 | 2.3 | 0 | -1 | 2 | -75 | 2 | 4 | 12
> CCc1c(-c2ccccc2)nc2nc(C)c(C)nn12
    7 | 0.9 | 4 | -6 | 1 | -3 | -1 | 8 | -2
> CCCCNC(=S)NNC(=O)c1csc(C)c1C
    13 | 1.8 | 1 | -11 | 7 | -7 | -1 | 12 | -16
> Cc1ccc(NC(=O)C(OC(=O)c2ccccc2Cl)c2ccccc2)cc1Cl (stereo unspecified)
    5 | 0.5 | -4 | 0 | 0 | -1 | -1 | -9 | 10
> CCOc1ccc(CCNC(=O)C2CCN(S(=O)(=O)N3CCCCC3)CC2)cc1OCC
    9 | 2.5 | -3 | -2 | 2 | 17 | 0 | 7 | 8
> COc1cc2c(cc1OC)C(c1ccc(-c3ccc(Cl)c(Cl)c3)o1)=NCC2
    57* | 0.8 | 5 | 66* | -9 | 32 | -1 | 8 | 10
> CC1Sc2ccc(Cl)cc2-c2nc(N)ncc21 (stereo unspecified)
    4 | -1.7 | 7 | -6 | -17 | 39 | -2 | -6 | -2
> Cc1oc(-c2cccs2)nc1CS(=O)CC(=O)NCCc1ccccc1 (stereo unspecified)
    15 | -0.1 | 2 | -10 | -13 | 0 | -4 | -15 | 0
> CCOC(=O)C1=C(COC(=O)/C=C/c2ccccc2)NC(=O)NC1C (stereo unspecified)
    -8 | 0.8 | 1 | -3 | -9 | 1 | 6 | -61 | -9
> CCO/C(C)=C1\C(=O)Nc2ccccc21
    -7 | 3.2 | -3 | 0 | -8 | 14 | -4 | 11 | 7
> Cc1ccc(C(=O)Nc2ccc(Oc3cccc(C(F)(F)F)c3)nc2)cc1
    -4 | -1.4 | 0 | 21 | 3 | 46 | -3 | 5 | 10
> CCn1cc(C(=O)NCCC(C)C)c(=O)c2cc(S(=O)(=O)N3CCCCC3)ccc21
    6 | 1.1 | -4 | 5 | 6 | 23 | 1 | -56 | 13
> CCOC(=O)c1c(C)[nH]c(C(=O)Cn2c(=O)c3c(ncn3CC)n(Cc3ccccc3)c2=O)c1C
    4 | -2.0 | 0 | 4 | 2 | 33 | -2 | 3 | -18
> COc1cc(/C=C/c2ccc3cccc(O)c3n2)ccc1O
    52* | 28 | 60* | 8 | 43* | 100* | -1 | 15 | 67*
> CSc1nsc(SCC(=O)Nc2ccc(F)cc2)n1
    -19 | 3.1 | 2 | 1 | -9 | -18 | 0 | 11 | 10
> COCCNC(=S)N1CCC(Cc2ccccc2)CC1
    3 | -1.2 | 2 | -8 | -11 | 13 | 2 | -30 | 2
> COc1ccc(COC(=O)CCN=C2NS(=O)(=O)c3ccccc32)cc1F
    10 | -0.3 | 0 | -10 | 5 | 23 | 0 | 1 | -7
> Cc1ccccc1OCc1nnc(SCC(=O)Nc2ccc3nc(SCC(=O)Nc4ccccc4)sc3c2)n1C
    -11 | 1.1 | -1 | -9 | -3 | 23 | 2 | -14 | -4
> Cc1cccc(N(CC(=O)N2CCN(c3ccccc3F)CC2)S(C)(=O)=O)c1
    7 | 2.9 | -2 | 1 | -2 | -7 | -3 | 5 | 15
> O=C(CNCCc1ccc(F)cc1)Nc1cc(F)ccc1F
    -9 | 0.2 | -8 | -2 | -2 | 0 | -5 | -28 | 8
> COC(=O)[C@]1(C)N[C@H](CN(C)C(=O)C2CCCCC2)[C@@H]2C(=O)N(C)C(=O)[C@@H]21
    15 | -1.0 | -1 | -3 | 0 | -14 | -2 | 8 | 4

Part of the list above, as labelled records.
Molecule: Cc1ccccc1OCc1nnc(SCC(=O)Nc2ccc3nc(SCC(=O)Nc4ccccc4)sc3c2)n1C
  tim23-1 inh: -11	UPR CHOP act: 1.1	XBP1 UPR activ: -1	EBI2 block: -9	CXCR6 block: -3	Mdm2 MdmX PPI: 23	APJ agonist: 2	APJ antagonist: -14	CCR6 antag: -4

Molecule: CSc1nsc(SCC(=O)Nc2ccc(F)cc2)n1
  tim23-1 inh: -19	UPR CHOP act: 3.1	XBP1 UPR activ: 2	EBI2 block: 1	CXCR6 block: -9	Mdm2 MdmX PPI: -18	APJ agonist: 0	APJ antagonist: 11	CCR6 antag: 10

Molecule: O=C1C=C(NCCc2ccccc2)C2(CCCCC2)O1
  tim23-1 inh: 17	UPR CHOP act: -1.9	XBP1 UPR activ: -1	EBI2 block: 18	CXCR6 block: -1	Mdm2 MdmX PPI: 3	APJ agonist: -3	APJ antagonist: -17	CCR6 antag: 11

Molecule: CN(CC(=O)Nc1cccc(F)c1)C(=O)c1ccc(-c2cccc(C(F)(F)F)c2)o1
  tim23-1 inh: 26	UPR CHOP act: -0.2	XBP1 UPR activ: 0	EBI2 block: 0	CXCR6 block: 0	Mdm2 MdmX PPI: 5	APJ agonist: 6	APJ antagonist: -4	CCR6 antag: 6

The main list resumes with the 2 entries that preceded the break.
compound | tim23-1 inh | UPR CHOP act | XBP1 UPR activ | EBI2 block | CXCR6 block | Mdm2 MdmX PPI | APJ agonist | APJ antagonist | CCR6 antag
O=C(CNCCc1ccc(F)cc1)Nc1cc(F)ccc1F | -9 | 0.2 | -8 | -2 | -2 | 0 | -5 | -28 | 8
COC(=O)[C@]1(C)N[C@H](CN(C)C(=O)C2CCCCC2)[C@@H]2C(=O)N(C)C(=O)[C@@H]21 | 15 | -1.0 | -1 | -3 | 0 | -14 | -2 | 8 | 4
O=C(c1ccco1)N1CCN(c2ncnc3c2nnn3Cc2ccccc2Cl)CC1 | 19 | -1.8 | 1 | 3 | 4 | 18 | 1 | -9 | 12
CC(NC(=O)CNC(=O)c1ccc2c(c1)OCO2)c1ccc(S(N)(=O)=O)cc1 (stereo unspecified) | 3 | 0.3 | -4 | -17 | -5 | 10 | -1 | 4 | -4
CCc1nn(CC(=O)NCCCN2CCOCC2)c(=O)c2cc3cc(F)ccc3n12 | 10 | -0.6 | -3 | -2 | 0 | -6 | -3 | -14 | 2
CC(C)C(NC(=O)C1CCCCC1)C(=O)NC1CCCC(C)C1C (stereo unspecified) | 14 | -1.5 | -1 | -3 | 1 | -7 | -4 | 24 | 9
COc1ccc(OC)c(NC(=O)c2ccc(S(=O)(=O)N3CCN(C)CC3)cc2)c1 | 5 | -0.6 | 2 | 1 | -6 | 3 | -3 | 13 | -15
CCOC(=O)/C=C1\Nc2ccccc2SC1=O | 10 | 2.4 | 0 | 0 | -2 | 12 | 4 | -19 | -5
CCNC(=O)NC(=O)C(C)OC(=O)[C@H](C)NS(=O)(=O)c1c(C)c(C)cc(C)c1C (stereo partly specified) | 7 | -1.8 | -2 | -13 | -3 | 1 | -2 | -3 | -2
CCCOc1ccc(C2=NNC(c3cccs3)=Nc3ccc(OC)cc32)cc1 | 40 | -1.9 | -1 | 7 | 5 | 37 | -4 | 6 | 28
C#Cc1ccc(CN2CCN(Cc3ccsc3)C(CCO)C2)cc1 (stereo unspecified) | 7 | -0.7 | -3 | 3 | 6 | 3 | -2 | 8 | 10
COc1ccc(/C(C)=N\NC(=O)c2ccc(-c3ccccc3)cc2)c(F)c1 | 7 | -0.5 | -3 | -11 | -7 | 14 | -3 | 8 | -2
CCn1c(SCC(=O)OC)nnc1-c1ccc(C)cc1 | -5 | 0.4 | -2 | -11 | -3 | 15 | -1 | 13 | 3
COc1ccc(C(=O)C2CCCN(Cc3sc(N4CCCC4)nc3Cl)C2)c(OC)c1 (stereo unspecified) | 24 | -1.7 | 3 | -1 | -9 | 16 | 0 | 2 | 16
CC1=Nn2c(nnc2-c2n[nH]c3c2CCC3)SC1 | 6 | -2.4 | -1 | -13 | 4 | 16 | -5 | -9 | 5
Cc1cc(/C=N/n2cnnc2)c(C)n1-c1ccc2c(c1)OCO2 | -11 | 2.6 | 0 | 1 | 3 | -13 | -2 | -2 | 10
